Screening data: PubChem BioAssay, National Center for Advancing Translational Sciences (NCATS)
Imprint erasure: inducers of genomic imprint erasure in mouse ES cells; mouse ES Peg3-LacZ reporter, beta-gal luminescence, 40 h; AID 1948; Potency, µM (doses to about 60.7 µM), for the others: at the highest dose activity change, positive = activation, usual class: activators; hit rate 0.02% among 110,000;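 note: 0% = negative control wells on the plate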
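Readout: BetaGlo luminescence (5 min, room temp) for LacZ from the normally silent maternal Peg3 allele in female Peg3LacZ-Neo ES cells. Cells 300/well, 40 h, 37C, 5% CO2. Data normalized per plate to negative controls.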
p53ts 39C kill: kills p53ts cells at the nonpermissive temperature | H1299-p53A138V viability at 39C, ATP luminescence, 24 h | hit rate 1.5% among 130,000 | Potency, µM (series often up to 46.1 µM), without a hit: at the highest dose activity change, negative = cell killing, hits mostly cytotoxic; note: nearly all actives have a fitted effect of over 55% in size
IkB signaling: IkB pathway inhibition in ABC-DLBCL cells; ABC-DLBCL IkBa-CBG/CBR dual luciferase ratio, 4 h; response scale: scaled: untreated 0%, proteasome inhibitor 100%; Potency, µM (series often up to 57.1 µM), for the others: top-dose IkBa stabilization activation; hit rate 0.04% among 110,000; AID 445; active = well fitted curve in the direction sought with a large enough effect in the signal ratio, not every such curve was filed as active; inconclusive = small, poorly fitted or top-dose-only effect, or a change in a side signal; the % refers to the signal ratio;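 note: the direction sought is a rising ratio; 0% = basal untreated cells and 100% = reference inhibitor full response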
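In this assay, an IκBα–CBG68 fusion accumulates when IKK-driven degradation is blocked; native CBR normalizes for cell number. OCI-Ly3 cells were treated 4 h with compound and doxycycline, then green and red light read after Chroma-Glo addition.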
p53ts 32C kill: p53ts cell cytotoxicity, permissive temperature. H1299-p53A138V at 32C, ATP luminescence viability, 24 h. Potency, µM (titrated, usually from 46.1 µM), inactives show at the highest dose activity change, negative = cytotoxicity, hits mostly cytotoxic. hit rate 0.93% among 130,000. AID 924;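 note: 0% = DMSO and -100% = full killing by reference compound; nearly all actives have a fitted effect of over 55% in size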
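Viability by ATPlite luminescence after 24 h compound treatment (up to 46 uM) at the permissive 32C. Cells are H1299 carrying p53 A138V. Scale runs from DMSO basal to 100 uM tamoxifen as full kill; AC50 from Hill fits.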
* hit, by the source's call; ? = inconclusive; / = no result given; [ ] = another dose, or the depositor's remark. Unless noted, calls come from the whole dose curve; as a rule, active = well fitted curve in the direction sought with a large enough effect; inconclusive = small, poorly fitted or top-dose-only effect, or another doubt; inactive = no such curve, though single readings can be large; an effect the other way counts as inactive or inconclusive. Unless noted, % is set by controls: 0 for no effect and ±100 for the full control effect; potency is the fitted concentration of half-maximal effect.

SMILES	Imprint erasure	p53ts 39C kill	IkB signaling	p53ts 32C kill
Cc1ccc(C)c(NC(=O)CN2CCSc3ccc(S(=O)(=O)N4CCCC4)cc32)c1	-15%[10.9 µM]	-16%	0.4%	1%
COc1ccc(N2CCN(C(=O)COc3ccccc3)CC2)cc1	-6%	12%	-0.4%	-7%
N#Cc1nc(COc2ccc(-c3ccccc3)cc2)oc1NCc1cccnc1	-28%	8%	?	48%[activator]
CCN1CCN(CC(=O)n2c3c(c4ccccc42)CC(C)CC3)CC1 (stereo unspecified)	-5%	0%	-0.5%	-2%
O=C(c1ccc2nc(N3CCCCC3)sc2c1)N1CCN(c2ccccn2)CC1	-12%	2%	-3.9%	0%
COc1ccc(COC(=O)N/N=C2/C[C@@H](O)[C@@H](O)[C@@H]3[C@H]4C(=O)N(c5ccc(F)cc5F)C(=O)[C@@H]4CC[C@@H]23)cc1	/	1%[9.22 µM]	/	8%[9.22 µM]
COc1cc(CC(=O)Nc2nccs2)cc(OC)c1OC	-1%	15%	-0.9%	2%
CC(C)OCP(=O)(c1ccccc1)c1ccccc1	-4%	9%	-1.6%	9%
COC(=O)Nc1ccccc1C(=O)N1CCCCC1	-2%	-4%	4.9%	-6%
CCOc1ccc(-c2oc3ccccc3c(=O)c2O)cc1OCC	-11%[10.9 µM]	9%	12%	-6%
CCOc1cc2c(cc1OCC)C(c1cc(OC)c(O)c(OC)c1)NCC2 (stereo unspecified)	-15%	12%	-1.6%	2%
CCOC(=O)N1CCN(C(=O)c2cnn(-c3ccccc3)c2NC(=O)c2ccccc2F)CC1	/	9%	/	7%
COc1ccc(CCNC(=O)CSCc2nc(-c3ccc(OC)c(OC)c3)oc2C)cc1OC	-8%[10.9 µM]	-16%	1.3%	3%
COc1ccc(OCCCC(=O)Nc2ccc3c(c2)OCCO3)cc1	-13%	5%	0.0%	-1%
CCCc1nc2ccccc2n1CC(O)COc1ccc(C(=O)OC)cc1 (stereo unspecified)	-5%[10.9 µM]	-18%	?	-13%
COCC(=O)N1CCC2(CC1)CN(Cc1ccccc1OC)C2	/	8%	-1.0%[11.4 µM]	-5%
CCOC(=O)Cn1c(=O)n(CC2CCCO2)c2nc(-c3ccc(CC)cc3)nc(C(N)=O)c21 (stereo unspecified)	-16%[10.9 µM]	-6%	?	-11%
O=C(Nc1ccccc1Cl)C1CCN(c2nc3ccccc3nc2C(F)(F)F)CC1	-7%[10.9 µM]	-18%	1.4%	-1%
COc1ccc(Nc2ncnc3c2cnn3-c2ccccc2)cc1OC	-11%	4%	2.9%	-3%
CCN1C(=O)[C@H]2[C@H]3[C@H](O)[C@H](O)C/C(=N/OC[C@@H]4O[C@H](c5ccccc5)C=C[C@@H]4Oc4ccc(OC)cc4)[C@@H]3CC[C@@H]2C1=O	/	8%[9.22 µM]	/	-10%[9.22 µM]
CCN1CCN(Cc2c(O)c(Cl)cc3c(C)cc(=O)oc23)CC1	-6%	0%	2.7%	-3%
Cc1cc2ncn(C3CC(=O)N(Cc4ccccc4)C3=O)c2cc1C (stereo unspecified)	-3%	8%	0.4%	11%
O=C(Nc1ccc(N2CCOCC2)c(Cl)c1)c1cccc(F)c1	0%	5%	-1.9%	2%
CC(C)OC(=O)c1ccc(N2C(=O)C3CC=CCC3C2=O)cc1 (stereo unspecified)	-3%	-3%	-1.1%	-3%
CC1CC2(NC(=O)NC2=O)C(C)CN1C (stereo unspecified)	/	-7%	/	-13%
CCc1cccc(NC(=O)CN(c2ccc(OC)cc2)S(=O)(=O)c2c(C)n[nH]c2C)c1	-9%	-2%	1.5%	-7%
CC(NC(=O)CCCC1=NS(=O)(=O)c2ccccc2N1)c1ccccc1 (stereo unspecified)	-3%[10.9 µM]	-7%	-0.9%	9%
Clc1ccc(CCNc2ncnc3nc[nH]c23)cc1	-13%	-2%	?	12%
Cc1c(NC(=O)CSc2nc3ccccc3n2C)c(=O)n(-c2ccccc2)n1C	20%	2%	3.1%	12%
Cc1cccc(NC(=O)NCCn2c(=O)oc3ccc(C)cc32)c1	7%[10.9 µM]	-6%	-2.1%	-2%
CCCSc1nc2c(cnn2-c2ccc(C)cc2)c(=O)[nH]1	-4%	-18%	-2.4%	-23%
CCOC(=O)c1[nH]c2cc3c(cc2c1CCCN1C(=O)c2ccccc2C1=O)OCCO3	-7%	1%	-0.2%	3%
COc1ccc2c(C)cc(SCC(=O)Nc3nsc(-c4ccc(C(C)(C)C)cc4)n3)nc2c1	-20%[10.9 µM]	?	0.0%	?
COc1cc2cc(C)c3nnc(SCC(N)=O)n3c2cc1OC	-2%	-4%	-2.0%	4%
O=C(CC1SC2=NCCN2C1=O)Nc1ccc(Cl)cc1 (stereo unspecified)	6%	9%	-3.4%	5%
COc1ccc(CNS(=O)(=O)c2ccc3c(c2)NC(=O)C(C)C(=O)N3)cc1 (stereo unspecified)	-12%[10.9 µM]	-17%	?	2%
Cc1cccc(NS(=O)(=O)Cc2ccccc2)n1	/	-2%	/	8%
Cc1ccc(-c2noc(-c3cccs3)n2)cc1	-61%[inhibitor]	-17%	2.5%	?
COC(=O)C1CCN(Cc2cc(=O)oc3cc(OC)ccc23)CC1	-16%	5%	0.8%	3%
COc1cc(C(=O)OCC(=O)NC2CCCC2)cc(NC(=O)c2ccco2)c1OC	5%	-5%	-3.3%	-3%

In the list so far, these contain a halogen:
SMILES	Imprint erasure	p53ts 39C kill	IkB signaling	p53ts 32C kill
COc1ccc(COC(=O)N/N=C2/C[C@@H](O)[C@@H](O)[C@@H]3[C@H]4C(=O)N(c5ccc(F)cc5F)C(=O)[C@@H]4CC[C@@H]23)cc1	/	1%[9.22 µM]	/	8%[9.22 µM]
CCOC(=O)N1CCN(C(=O)c2cnn(-c3ccccc3)c2NC(=O)c2ccccc2F)CC1	/	9%	/	7%
O=C(Nc1ccccc1Cl)C1CCN(c2nc3ccccc3nc2C(F)(F)F)CC1	-7%[10.9 µM]	-18%	1.4%	-1%
CCN1CCN(Cc2c(O)c(Cl)cc3c(C)cc(=O)oc23)CC1	-6%	0%	2.7%	-3%
O=C(Nc1ccc(N2CCOCC2)c(Cl)c1)c1cccc(F)c1	0%	5%	-1.9%	2%
Clc1ccc(CCNc2ncnc3nc[nH]c23)cc1	-13%	-2%	?	12%
O=C(CC1SC2=NCCN2C1=O)Nc1ccc(Cl)cc1 (stereo unspecified)	6%	9%	-3.4%	5%

The listing continues.
SMILES	Imprint erasure	p53ts 39C kill	IkB signaling	p53ts 32C kill
CCOC(=O)C1(C(F)(F)F)N=C(N(C)C)OC(N(C)C)=N1	1%	1%	0.2%	-6%
Cc1cnc(NC(=O)CSc2nnc(Cc3ccccc3)n2C)s1	?	10%	0.1%	13%
CCOc1ccc(NC(=O)Cn2c(=O)n(Cc3nc(-c4ccccc4)no3)c(=O)c3cc4c(cc32)OCO4)cc1	-5%[10.9 µM]	-23%	-0.4%	1%
CCOC(=O)C1CCN(c2nc3c(S(=O)(=O)c4ccc(CC)cc4)nnn3c3ccc(Cl)cc23)CC1	-13%[10.9 µM]	-10%	0.5%	16%
CCOc1ccccc1CNC(=O)c1ccc2nc(N3CCC(C)CC3)sc2c1	-12%[10.9 µM]	-20%	?	1%
CC[C@@H](c1ccccc1)n1c(=O)n2n(c1=O)[C@H]1[C@H](O)[C@H]3O[C@@H]3/C(=N/OCC(C)C)[C@@H]1CC2	/	1%[9.22 µM]	/	3%[9.22 µM]
Cc1oc(C)c2c(=O)cc(-c3ccc4c(c3)OCO4)cc(OC(=O)c3cccc(Br)c3)c12	-10%[10.9 µM]	-1%	-0.7%	7%
Cc1ccc(-c2nnc(CSc3nnc(C)s3)o2)cc1	7%	-3%	0.1%	1%
COc1ccccc1NC(=O)c1ccccc1SC	-12%	-1%	1.7%	13%
COc1ccc2cc3c(N)nn(C(=O)c4ccccc4Cl)c3nc2c1	-3%[10.9 µM]	-19%	?	11%
N#Cc1nc(-c2ccc(OCc3ccccc3Cl)cc2)oc1NCCCn1ccnc1	14%	-2%	?	-1%
C=CCn1c(C)cc(C(=O)COC(=O)COc2ccccc2C#N)c1C	-11%	-1%	0.0%	5%
Cc1ccc(Cl)cc1N1CCN(C(=O)c2c(C)oc3ncnc(N4CCCCC4)c23)CC1	-10%[10.9 µM]	-5%	?	11%
COCCNc1nc2c(c(=O)n(C)c(=O)n2C)n1Cc1c(F)cccc1Cl	-17%[10.9 µM]	-12%	?	-1%
Cc1ccnc(NC2c3ccccc3C(=O)N2Cc2ccccc2Cl)c1 (stereo unspecified)	-9%	-7%	2.2%	-4%
Clc1ccc2c(c1)N=C(N1CCNCC1)c1ccccc1N2	-39%[inhibitor]	-28%	?	8%
CC(C)c1nn2c(=O)cc(COC(=O)c3ccc(NC(=O)c4cccs4)cc3)nc2s1	5%[10.9 µM]	10%	-0.5%	4%
Cc1nn2c(C)c(C(=O)NCc3cccc(Br)c3)cnc2c1-c1ccccc1	6%[10.9 µM]	-3%	-1.7%	0%
CCN1C(=O)c2ccccc2S(=O)(=O)c2ccc(C(=O)NCc3cccnc3)cc21	-8%	9%	-1.5%	-2%
CCOC(=O)C1CCN(C(=O)c2ccc(OCC)c(OCC)c2)CC1	-3%	-1%	0.9%	6%
O=C(c1ccco1)N1CCN(C(=O)c2snc3ccc(Cl)cc23)CC1	-7%	-2%	0.7%	8%
COc1ccc(CCNC(=O)CSc2nnc(CNC(=O)c3cccs3)o2)cc1OC	-18%	18%	2.0%	21%
COc1ccc(CNC(=O)C2CCCN(S(=O)(=O)c3cc(C)ccc3OC)C2)cc1 (stereo unspecified)	11%	8%	?	-3%
CN(C(=O)COc1nnc(-c2cccs2)c(-c2cccs2)n1)c1ccccc1	-17%	-3%	2.1%	23%
CC(=O)Cc1nsc(NC(=O)c2ccc(Br)o2)n1	-33%[inhibitor]	-15%	1.6%	-5%
CCC(=O)Nc1cc(NC(=O)CSc2ncc(-c3ccc(F)cc3)n2Cc2ccco2)ccc1C	-1%	-2%	?	-15%
CCOC(=O)c1ccc2[nH]c(C)cc(=O)c2c1	-20%	-1%	-2.4%	-11%
COc1ccc(S(=O)(=O)c2cnc3cc(OC)c(OC)cc3c2N2CCCC(C)C2)cc1 (stereo unspecified)	-4%[10.9 µM]	-15%	7.6%	13%
COc1ccc(Cl)cc1NC(=O)c1c(NCc2ccc(C)o2)sc2c1CCC(C)C2 (stereo unspecified)	-8%[10.9 µM]	-14%	2.3%	8%
Cc1nnc(SCC(=O)N2CCN(S(=O)(=O)c3ccccc3)CC2)n1Cc1ccccc1	-9%	11%	0.8%	-2%
O=C(C(c1ccccc1)c1ccccc1)N1CCN(Cc2ccncc2)CC1	-13%	4%	0.0%	2%
O=C(Nc1cnn(C23CC4CC(CC(C4)C2)C3)c1)c1cnn2c(C(F)(F)F)cc(-c3ccco3)nc12	3%	-7%	-2.6%	-4%
COc1ccc(NC(=O)C23CCC(C)(C(=O)O2)C3(C)C)cc1 (stereo unspecified)	-4%	-10%	1.3%	-8%
O=C(Cn1cc2c(n1)CCCCC2)NCCCN1CCOCC1	-6%	9%	-1.2%	-5%
CCN(CC)CCSc1nc(O)c(C(C)C)c(=O)[nH]1	-3%	9%	-0.3%	5%
Cc1cccc(Nc2nc3ccccc3n3c(N)nnc23)c1	-8%[10.9 µM]	-24%	23%	-11%
Cc1oc2cc(OCC(=O)O)ccc2c(=O)c1Oc1ccccc1	10%	8%	-1.2%	9%
Cc1cc2c(=O)n(NC(N)=O)c(C)nc2s1	5%	19%	0.9%	0%
O=C(Cc1ccccc1)Nc1cccc(-c2cn3cccnc3n2)c1	17%[10.9 µM]	?	-0.5%	6%
COc1ccc(N(CC(=O)Nc2cc(C)ccc2C)S(=O)(=O)c2ccc(OC)c(OC)c2)cc1	-4%[10.9 µM]	-7%	?	1%
CCCS(=O)(=O)NCCc1cc2ccc(OC)cc2[nH]c1=O	-11%	13%	0.6%	-16%
CC(=O)c1sc(NC(=O)CN2C(=O)CCC2=O)nc1C	-11%	-1%	2.0%	3%
CCOC(=O)N1CCN(C(=O)c2ccc3c(c2)N(Cc2cccc(Cl)c2)C(=O)c2ccccc2S3=O)CC1 (stereo unspecified)	-9%[10.9 µM]	-8%	?	?
COc1cc2c(cc1OC)C(CC(=O)O)N(C(=O)Nc1cc(OC)c(OC)c(OC)c1)CC2 (stereo unspecified)	6%[10.9 µM]	-17%	0.1%	1%
COc1ccc(C(C)=O)c(O)c1	-20%	4%	/	-4%
